Assay outcomes from PubChem.
aGlu spleen mod = qHTS Assay for Inhibitors and Activators of Human alpha-Glucosidase From Spleen Homogenate. Lysosomal alpha-glucosidase (Homo sapiens), P10253. human spleen homogenate, 4-MU-alpha-glucoside fluorescence. Potency, µM (highest dose often 79.9 µM), for inactives: at the highest dose activity change, negative = inhibition, hits mostly inhibitors. hit rate 0.006% among 240,000. AID 2112, 2009;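 also: 0% = enzyme with vehicle and -100% = no enzyme basal signal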
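Human spleen homogenate (1 ug) with 4-methylumbelliferyl-alpha-D-glucopyranoside (1 mM final) in 50 mM citrate/phosphate pH 5.0, 0.01% Tween-20; 40 min at 37 C. Stopped at pH 10; 4-MU fluorescence Ex 365/Em 440 nm; AC50 by Hill fit.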
TexasRed fluor = Total Fluorescence Counterscreen for Inhibitors of the Interaction of Thyroid Hormone Receptor and Steroid Receptor Coregulator 2 | TRb/SRC2 Texas Red total fluorescence interference | Potency, µM (highest dose often 106 µM), inactives show top-dose fluorescence change, negative = quenching | hit rate 0.29% among 280,000; active = well fitted curve in either direction with a large enough effect; inconclusive = small, poorly fitted or top-dose-only effect
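Flags fluorescent or light-absorbing compounds by total fluorescence, S + 2P, at 555 nm excitation and 632 nm emission. Mixture: 20 nM Texas Red SRC2 peptide, 0.6 uM human TRb LBD, 1 uM T3, 5% DMSO; compound exposure 5 h at ambient temperature.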
GAA inhib = qHTS Assay for Inhibitors of Human alpha-Glucosidase as a Potential Chaperone Treatment of Pompe Disease. AID 1466, 2008. Lysosomal alpha-glucosidase (Homo sapiens), P10253. purified human GAA, 4-MU-alpha-glucoside fluorescence. hit rate 0.005% among 200,000. Potency, µM (highest dose often 76.9 µM), for inactives: top-dose activity change, negative = inhibition, actives largely listed as inhibitors;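 also: plate controls were uninhibited enzyme wells for no effect and no-enzyme background for full effect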
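Enzyme (4 nM final) mixed with compound (up to 77 uM), then 4-MU-alpha-D-pyranoside (400 uM final) added; 20 min at room temperature, pH 5.0. Reaction stopped at pH 10, fluorescence read, AC50 derived by Hill fit.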
GoLoco inh red = qHTS Assay for Inhibitors of RGS12 GoLoco Motif Activity (Red Fluorophore); Guanine nucleotide-binding protein G(i) subunit alpha-1 (Homo sapiens), P63096; Potency, µM (top dose mostly 61.6 µM), for the others: at the highest dose activity, negative = inhibition, most hits filed as inhibitors; hit rate 0.44% among 230,000; AID 880, 2007; Gai1:RGS12 GoLoco peptide FP, rhodamine, 10 min; active = well fitted inhibition curve with a large enough effect, not every such curve was filed as active; inactive = no such curve, though single readings can be large or run the other way; also: nearly all actives have a fitted effect of over 30% in size; many of its hits are not listed in these tables
RECQ1 helicase = qHTS Assay for Inhibitors of RecQ-Like Dna Helicase 1 (RECQ1); AID 2549, 2010; Potency, µM (top dose mostly 57.3 µM), for inactives: top-dose activity, negative = inhibition, usual class: inhibitors; ATP-dependent DNA helicase Q1 (Homo sapiens), P46063; hit rate 0.54% among 240,000; RECQ1 DNA unwinding, red fluorescence kinetic read;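 also: plate controls were vehicle for no effect and no enzyme for full effect; nearly all actives have a fitted effect of over 30% in size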
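RECQ1T1 50 nM; forked duplex (20 bp + 30-nt ss tails) 200 nM, ATP 2 mM final; pH 8.0, 2 mM MgCl2, 2.5 ug/ml poly(dI-dC); 15 min compound preincubation; discontinuous kinetic read over 2 h at RT.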
TRb-SRC2 inh = qHTS for Inhibitors of the Interaction of Thyroid Hormone Receptor and Steroid Receptor Coregulator 2 | Thyroid hormone receptor beta (Homo sapiens), P10828 | TRbeta-SRC2 peptide binding, fluorescence polarization; receptor liganded with 1 µM T3 | Potency, µM (doses to about 106 µM), for inactives: top-dose activity change, negative = inhibition, usual class: inhibitors | hit rate 0.065% among 280,000;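 also: plate controls were bound peptide for no effect and peptide without receptor for full effect; nearly all actives have a fitted effect of over 50% in size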
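Quantitative HTS by FP: 0.6 uM TRb LBD, 20 nM labeled SRC2 20-mer, 1 uM T3, 5% DMSO; 5 hr ambient incubation; % activity per concentration and potencies from concentration series.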
GAA glycogen mod = qHTS Assay for Inhibitors and Activators of Human alpha-Glucosidase Cleavage of Glycogen. recombinant GAA, glycogen substrate, Amplex Red glucose oxidase fluorescence. AID 2100, 2009. Potency, µM (top dose mostly 76.4 µM), without a hit: top-dose activity change, negative = inhibition, usual class: inhibitors. hit rate 0.38% among 300,000;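 also: 0% = full enzyme reaction and -100% = no-enzyme basal signal; the screen sought inhibitors and activators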
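Recombinant enzyme (4 nM final) with compounds titrated up to 77 uM and bovine liver glycogen (30 ug) in citrate pH 5.0, 0.01% Tween-20, 37 C 40 min. Released glucose detected by Amplex Red/glucose oxidase (Ex 573/Em 610); AC50 from Hill fits.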
L3MBTL1 inh = qHTS Assay for the Inhibitors of L3MBTL1. Lethal(3)malignant brain tumor-like protein 1 (Homo sapiens), Q9Y468. AlphaScreen L3MBTL1–H3K9me1 peptide binding. Potency, µM (series often up to 57.1 µM), inactives show at the highest dose activity, negative = inhibition, actives largely listed as inhibitors. hit rate 0.66% among 230,000. AID 485360, 2010; also: nearly all actives have a fitted effect of over 60% in size
Target sequence (Q9Y468 whole entry, looked up): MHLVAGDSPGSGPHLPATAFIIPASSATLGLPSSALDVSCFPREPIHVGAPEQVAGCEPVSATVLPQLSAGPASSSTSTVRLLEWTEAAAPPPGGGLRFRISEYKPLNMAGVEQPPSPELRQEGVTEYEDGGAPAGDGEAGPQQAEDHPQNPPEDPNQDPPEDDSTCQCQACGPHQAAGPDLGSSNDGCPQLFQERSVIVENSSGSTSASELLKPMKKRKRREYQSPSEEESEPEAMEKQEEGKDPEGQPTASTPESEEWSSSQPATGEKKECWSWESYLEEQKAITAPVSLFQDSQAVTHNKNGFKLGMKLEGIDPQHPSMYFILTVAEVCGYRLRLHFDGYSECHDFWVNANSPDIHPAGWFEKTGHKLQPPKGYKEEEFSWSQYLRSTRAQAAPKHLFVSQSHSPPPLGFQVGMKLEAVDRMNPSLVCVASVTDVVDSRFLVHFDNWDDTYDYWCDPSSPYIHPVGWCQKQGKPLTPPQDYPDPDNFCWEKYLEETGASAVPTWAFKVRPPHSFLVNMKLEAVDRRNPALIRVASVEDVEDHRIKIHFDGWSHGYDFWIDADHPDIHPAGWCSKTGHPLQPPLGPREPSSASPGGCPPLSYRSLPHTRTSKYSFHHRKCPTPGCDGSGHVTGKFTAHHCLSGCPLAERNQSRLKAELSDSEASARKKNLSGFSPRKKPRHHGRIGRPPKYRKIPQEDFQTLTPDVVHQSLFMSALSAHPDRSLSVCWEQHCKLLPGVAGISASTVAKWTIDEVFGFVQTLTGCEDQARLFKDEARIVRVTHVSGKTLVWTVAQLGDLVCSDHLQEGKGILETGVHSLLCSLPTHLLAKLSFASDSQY
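L3MBTL1 50 nM + b-AHA-H3(1-15)K9me1 75 nM, 30 min RT; compound added, 30 min RT; streptavidin donor/Ni-chelate acceptor beads 10 ug/mL each final, 30 min RT dark; AlphaScreen read.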
Numbers without * were called inactive; i = inactive; ? = inconclusive; · = not tested or not shown; & = joins results of further samples; [ ] = remark or other dose. Unless noted, calls follow the shape of the dose curve; as a rule, active = well fitted curve in the direction sought with a large enough effect; inconclusive = small, poorly fitted or top-dose-only effect, or another doubt; inactive = no such curve, though single readings can be large; an effect the other way counts as inactive or inconclusive. Unless noted, % is scaled to controls: 0 for no effect and ±100 for the full control effect; potency is read from the fitted curve at half-maximal effect. Some of the compounds tested, so the mix of outcomes need not match the whole.

SMILES	aGlu spleen mod	TexasRed fluor	GAA inhib	GoLoco inh red	RECQ1 helicase	TRb-SRC2 inh	GAA glycogen mod	L3MBTL1 inh
O=C(CC(C(=O)N1CCc2ccccc21)n1ccnc1)NCc1ccccc1 (stereo not drawn)	4%	-4%	-11%	3%	-15%	0%	6%	·
CC1SC(=NC(=O)c2ccncc2)NC1=O (stereo not drawn)	2%	-2%	11%	-4%	i	7%	1%	5%
CCOc1ccccc1NC(=O)CSc1nnc(-c2ccccn2)n1Cc1ccco1	-5%	-1%	-10%	1%	i	-21%	22%	18%
CS(=O)(=O)N(Cc1ccccc1)c1ccc(C(=O)NC2CCCCC2O)cc1 (stereo not drawn)	-5%	1%	-7%	-6%	i	-5%	6%	0%
Cc1ccccc1-n1c(C)nnc1SCC(=O)N1CC(=O)Nc2ccccc21	-6%	0%	3%	2%	-12%	-10%	-1%	-4%
Cc1cccc(NC(=S)NC2CC3CCC(C2)N3Cc2ccco2)c1 (stereo not drawn)	-1%	·	-7%	5%	-12%	·	4%	-6%
O=C(/C=C/c1ccc(Cl)cc1Cl)N1CCN(c2ccccc2[N+](=O)[O-])CC1	-4%	-1%	1%	-6%	7%	2%	0%	?
COc1ccccc1N1CCN(Cc2nc(N)nc(Nc3ccc(C)c(Cl)c3)n2)CC1	-17%	3%	-6%	14%	0%	3%	-13%	-25%
COc1cccc(NC(=O)Nc2cc(C(=O)O)ccc2C)c1	7%	-1%	-3%	8%	-12%	-12%	11%	·
CCC(C)(C)NC(=O)C(C)OC(=O)c1nsc(Cl)c1Cl (stereo not drawn)	0%	-1%	-4%	-8%	-4%	-13%	6%	-6%
Cc1ccc(OCC(=O)N/N=C/c2cc([N+](=O)[O-])ccc2N2CCCCC2)cc1	-7%	13%	-5%	-1%	-2%	-2%	17%	3%
Cc1nc(CS(=O)(=O)c2ccccn2)sc1C(=O)NNC(=O)c1ccccc1	-1%	-1%	·	16%	-1%	-5%	2%	·
CCOc1ccccc1Cn1c(=O)oc2ccc(C)cc21	-2%	-3%	-8%	-58%	-7%	0%	2%	35%[activator]
CN(C)c1ccc(C(CNC(=O)c2ccccc2)c2c[nH]c3ccccc23)cc1 (stereo not drawn)	4%	-3%	-6%	1%	-22%	0%	-4%	?
COc1ccc(-c2nnc(SCC(=O)NC(C)c3ccccc3)o2)cc1 (stereo not drawn)	1%	-2%	4%	1%	-4%	7%	0%	?
CC1(C)CC(=O)C(Sc2ccc(Br)cc2)=C(O)C1	·	-1%	2%	7%	i	0%	2%	8%
O=[N+]([O-])c1cccc(-c2noc(-c3cccs3)n2)c1	2%	-1%	·	0%	-2%	0%	3%	-5%
Cc1nnc(SCC(=O)NNC(=O)c2ccccc2)n1-c1ccccc1	0%	-1%	7%	-2%	3%	8%	-1%	-10%
O=C1CC(=O)CC(c2ccco2)C1	-29%	0%	-2%	3%	i	1%	-2%	·
Cc1ccc(NC(=O)CSc2ncc(S(=O)(=O)c3ccccc3)c(=O)[nH]2)cc1C	-11%	0.0003µM*[quencher]	13%	5%	2%	-22%[53 µM]	-5%	24%
COC(=O)[C@@]1(Cc2ccc(OC)cc2)[C@H]2c3cc(C(=O)N(C)C)[nH]c3C[C@H]2CN1C(=O)c1ccccc1	-1%&-8%	-3%&-5%	4%	15%&2%	-2%&4%	5%&-1%	-1%	-2%
CC1CCC(C(=O)NC(C(=O)N2CCc3ccccc3C2)C(C)C)CC1 (stereo not drawn)	-2%	4%	-5%	2%	-1%	7%	-7%	·
CCc1nc2ccccc2c(C(=O)OCC(=O)Nc2ccc(S(=O)(=O)N3CCOCC3)cc2)c1C	-17%	0%	?	7%	-8%	-7%	-4%	-9%
C/C(Cn1cnc([N+](=O)[O-])n1)=N\NC(=O)c1ccc(F)cc1	5%	1%	-1%	8%	i	-1%	-26%	3%
CSCCC(NC(=O)c1ccccc1Br)C(=O)N1CCC(C)CC1 (stereo not drawn)	5%	0%	-3%	5%	i	6%	9%	5%
COc1ccc(Cl)cc1NC(=O)CN1C(=O)CCS(=O)(=O)c2ccccc21	6%	-4%	3%	3%	i	-7%	-6%	-15%
CN1CCN(C(=O)C2=C[C@H](c3ccc(Br)cc3)C[C@H](OCCCCO)O2)CC1	-5%	-1%	·	0%	i	-3%	16%	3%
CCCOc1cccc(-c2cc(C(=O)NN)c3ccccc3n2)c1	-14%	-3%	?	6%	8%	-1%	5%	-11%
O=C(O)c1cc(N/N=C/C=C/c2ccccc2[N+](=O)[O-])ccc1Cl	0%	-5%	-8%[15.4 µM]	2%	i	5%	?	-26%
CCOCCCNC(=O)CN1C(=O)/C(=C/c2ccccc2)Sc2ccccc21	1%	-2%	?	1%	3%	0%	2%	-12%

Two compounds from above with just TexasRed fluor and GoLoco inh red:
SMILES	TexasRed fluor	GoLoco inh red
CCCOc1cccc(-c2cc(C(=O)NN)c3ccccc3n2)c1	-3%	6%
O=C(O)c1cc(N/N=C/C=C/c2ccccc2[N+](=O)[O-])ccc1Cl	-5%	2%

Remaining list, next part
SMILES	aGlu spleen mod	TexasRed fluor	GAA inhib	GoLoco inh red	RECQ1 helicase	TRb-SRC2 inh	GAA glycogen mod	L3MBTL1 inh
CN(c1ccccc1)S(=O)(=O)c1cccc(C(=O)OCC(=O)NCc2ccc3c(c2)OCO3)c1	4%	-16%	-13%	6%	-6%	8%	-8%	-1%
Cc1cnn(-c2cc(N/N=C/c3ccc(F)cc3)ncn2)c1	1%	-1%	-6%	2%	-10%	-4%	-6%	1%
COc1ccccc1NC(=S)NC(=O)/C=C/c1cccs1	-15%	0%	-7%	10%	-4%	-27%	1%	·
CC1=CC2=NC(=O)/C(=C\c3ccc(-c4ccc(Cl)cc4)o3)C(=N)N2O1	-6%	-4%	3%	14%	-9%	8%	12%	0%
CCCC(=O)Nc1ccc(C(=O)NCCc2ccc(F)cc2)cc1	-3%	-1%	0%	17%	0%	-20%	15%	4%
CN(CC(=O)N1CCN(c2ccc(F)cc2)CC1)S(=O)(=O)c1ccc(F)cc1	0%	-4%	-1%	1%	0%	13%	-4%	4%[11.4 µM]
COc1ccc2nc(SCC(=O)Nc3ccc(S(=O)(=O)N4CCCC4)cc3)c(C#N)cc2c1	9%	-2%	-21%	18%	-1%	0%	2%	·
Cn1sc(=O)n(Cc2ccccc2)c1=O	10%	2%	·	·	-6%	0%	·	·
CCSc1nnc(NC(=O)c2cc(-c3ccccc3O)n[nH]2)s1	7%	-2%	·	4%	5%	-3%	0%	·
COC(=O)c1ccccc1NCCO	8%	0%	·	11%	i	-3%	-1%	·
COc1ccc(C2=NN3C(=O)c4c(ccc(OC)c4OC)C3C2)cc1 (stereo not drawn)	-5%	-2%	-17%	-6%	-1%	-3%	-2%	5%
O=S(=O)(Cc1ccccc1)c1cnc2ccccc2n1	-1%	-1%	0%	4%	-8%	-7%	3%	·
CCCc1cc(=O)[nH]c(SCC(=O)NC2CCCc3ccccc32)n1 (stereo not drawn)	4%	-1%	·	-9%	i	4%	5%	·
C=CCc1c(C)nc(-c2ccccc2)nc1Nc1ccccc1O	-19%	-2%	-15%	22%	-2%	-3%	1%	-4%
Cc1ccc(Cn2nnnc2CN2CCC(NC(=O)c3ccc(Br)cc3)CC2)cc1	6%	1%	1%	2%	i	0%	0%	26%
Cn1c(=O)[nH]c(=O)c2[nH]c(NCCCN3CCOCC3)nc21	-4%	-3%	-1%	6%	-2%	-4%	?	4%[11.4 µM]
O=C(CCCN1C(=O)c2cccc3cccc(c23)C1=O)N1CCN(c2ccc(F)cc2)CC1	9%	-1%	?	2%	12%	2%	-5%	-5%
CCOc1ccc(N(C(C)C(=O)NC2CCCCCC2)S(C)(=O)=O)cc1 (stereo not drawn)	-16%	-1%	-5%	5%	-8%	2%	1%	2%
COc1ccc(NC(=O)c2cc(OC)c(OC)c(OC)c2Br)cc1OC	1%	-2%	-3%	9%	1%	3%	1%	-1%
CC1CCCN(C(=O)CSc2nnc3n(C4CCCC4)c(=O)c4ccccc4n23)C1 (stereo not drawn)	-3%	2%	11%	-5%	-8%	10%	-2%	·
COc1cc(CNCCc2ccccc2F)ccc1OCC(=O)N1CCCCC1	5%	-4%	-12%[15.4 µM]	7%	i	1%	0%	-1%
COC(=O)Cn1nc(-c2ccccc2)n(-c2ccccc2)c1=S	-6%	-2%	3%	1%	-3%	-2%	?	2%
O=C(COC(=O)c1cnccn1)NCc1ccc2c(c1)OCO2	-15%	-2%	0%	5%	1%	-3%	6%	-2%
COc1cc2c(cc1OC)-c1c(oc3cc(O)cc(O)c3c1=O)CO2	7%	-3%	·	6%	?	-4%	·	·
Cc1nnc(SCC(=O)Nc2ccc3c(c2)OCCO3)n1CC1CCCO1 (stereo not drawn)	-13%	-3%	1%	-15%	-1%	0%	1%	-6%
O=C(CCN1CCN(C/C=C/c2ccccc2)CC1)Nc1ccc(Cl)cc1	6%	-2%	-2%	1%	-1%	-5%	4%	-5%
CC1CN(S(=O)(=O)c2cccs2)CC(C)O1 (stereo not drawn)	4%	0%	-6%	-28%	1%	-6%	-11%	·
